Compound activity from PubChem.
IEC-6 tox – cytotoxicity in IEC-6 intestinal epithelial cells, primary screen, cytotoxicity control for KLF5 inhibitor project, cell-based, luminescence | IEC-6 cytotoxicity, luminescence viability | inhibition, % at 5 µM | actives 0.78% (n = 290,000); in the data active means inhibition above about 22%;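 further: 0% = plate median of test compound wells and 100% = cytotoxic reference compound wells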
GSK3beta inhib – human GSK3beta kinase inhibitors, primary screen, biochemical, cell-free homogeneous, HTS; Glycogen synthase kinase-3 beta (Homo sapiens), P49841; GST-GSK3beta kinase, ADP-Glo luminescence, 60 min; stronger effect = lower value; activity score (negative = inhibition), % at 10 µM; actives 0.038% (n = 300,000); AID 2097, 2009;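 active means more than half of replicate wells score below -50%, meaning over 50% inhibition versus plate controls; inconclusive means some replicates but at most half score below -50%; inactive means no replicate scores below -50%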;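 further: 0% = median DMSO wells and -100% = median GW8510 positive control wells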
Target sequence (P49841 whole entry, looked up): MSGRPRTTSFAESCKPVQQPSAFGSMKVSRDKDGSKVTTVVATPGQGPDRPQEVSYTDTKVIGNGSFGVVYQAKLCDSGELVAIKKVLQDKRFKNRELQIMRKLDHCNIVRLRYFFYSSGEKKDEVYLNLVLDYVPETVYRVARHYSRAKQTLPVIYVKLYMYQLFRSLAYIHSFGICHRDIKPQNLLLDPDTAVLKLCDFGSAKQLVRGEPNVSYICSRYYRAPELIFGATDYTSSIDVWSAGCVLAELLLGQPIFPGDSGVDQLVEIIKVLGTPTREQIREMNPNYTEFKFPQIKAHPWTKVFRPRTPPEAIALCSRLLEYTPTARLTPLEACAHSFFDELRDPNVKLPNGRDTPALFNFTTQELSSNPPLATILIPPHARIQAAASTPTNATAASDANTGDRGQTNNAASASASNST
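Assay system: GST-tagged human GSK3beta kinase, cell-free; Input: 1.6 ng GSK3beta; Medium: Tris/MgCl2 kinase buffer; Timing: 60 min enzyme reaction, room temperature; Signal: ADP-Glo luminescence quantifying ADP generated by kinase; Evaluation: score relative to plate controls; Benchmarks: DMSO neutral wells and GW8510 at 20 µM as positive.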
HSF1 inhib – HSF1 inhibitors in luciferase reporter cells, primary screen, cell-based, NIH3T3, luminescence. NIH3T3-HGL HSE-luciferase, MG132-induced, luminescence 8 h; stronger effect = lower value. activity change, negative = inhibition, % at 7.5 µM (by protocol). actives 0.77% (n = 300,000);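 active means more than half of replicate wells show activity change below -50%, luminescence cut by over half; inconclusive means some wells, but at most half, below -50%; inactive means no replicate well below -50%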;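 further: luciferase reports HSF-1 transcriptional activity via heat shock element; 0% = median of DMSO wells and -100% = zero luminescence signal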
aSyn UTR inh – MLPCN primary screen, SNCA 5' untranslated region | inhibition, % (tested at 7.5 µM) | actives 0.82% (n = 300,000) | AID 1813, 2009 | alpha-synuclein 5'UTR reporter, inhibitor activity; in the data active means inhibition above about 60%; inconclusive means no clear call, values can overlap the other calls;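 further: H4 neuroglioblastoma cells stably carrying SNCA 5'UTR luciferase fusion; 0% = DMSO wells and 100% = positive control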
HSP90 inh – HSP90 inhibitors, primary screen, cell lysate, luminescence; inhibition, % at 5.6 µM; AID 1789, 2009; actives 0.91% (n = 290,000); Heat shock protein HSP 90 (rabbit reticulocyte lysate; luciferase refolding); Rabbit reticulocyte lysate, luciferase refolding luminescence, 3 h;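 active means inhibition above the screen-wide mean plus 3 SD, computed separately per campaign, cut at about 16% in these data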;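 further: 0% = DMSO wells and 100% = 60 µM geldanamycin wells; inhibitors lower the luminescence because luciferase stays unfolded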
HIF act – HIF pathway transcriptional activators, primary screen, cell-based, U2OS HRE-luciferase, luminescence. actives 0.32% (n = 300,000). U2OS HRE-luciferase reporter; normalized: DMSO 0%, desferrioxamine 100%. activation, % at 7.5 µM (by protocol);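 active means mean activation of at least 10% of the iron chelator positive control signal, with at least half of replicates also reaching 10%; inconclusive means mean and replicate majority disagree about reaching 10%; inactive means mean and most replicates under 10%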
KLF5 inhibitor – KLF5 expression inhibitors, primary screen, DLD-1 cells, luminescence; AID 1700, 2009; DLD-1 KLF5 promoter-luciferase reporter; actives 0.23% (n = 290,000); inhibition, % at 5 µM;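 active means inhibition above a per-plate limit of that plate's mean compound inhibition plus 3 SD, cut at about 60% in these data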;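 further: 0% = DMSO wells and 100% = LY294002 at 200 µM; higher means less KLF5 promoter-driven luciferase light; inactives centre near -14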
HSF1 activator – HSF-1 activators, primary screen, NIH3T3-HGL cells, MG132 stress, luminescence, single point; AID 504408, 2011; NIH3T3-HGL HSF-1 luciferase reporter, 8 h; 100% = twice DMSO control signal; actives 1.7% (n = 300,000); activation, % at 9 µM;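 active means mean replicate activation of at least 50% with a set share of replicates each reaching 50%; inconclusive means only one of those two conditions met; inactive means mean below 50% and too few replicates reaching it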;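 further: 0% = median of the neutral control wells and 100% = twice that signal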
GSK3 alpha inh – blockers of GSK3A enzyme activity – biochemical, luminescence, cell-free homogeneous, HTS, primary screen | actives 0.1% (n = 320,000) | inhibition, % at 10 µM | GSK-3 alpha kinase, ADP-Glo luminescence, 60 min | Glycogen synthase kinase-3 alpha (Homo sapiens), P49840;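 in the data active means inhibition above about 50%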;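 further: GST-tagged GSK-3 alpha with peptide substrate and 25 µM ATP; 0% = DMSO neutral wells and 100% = GW8510 positive control wells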
Target sequence (P49840 whole entry, looked up): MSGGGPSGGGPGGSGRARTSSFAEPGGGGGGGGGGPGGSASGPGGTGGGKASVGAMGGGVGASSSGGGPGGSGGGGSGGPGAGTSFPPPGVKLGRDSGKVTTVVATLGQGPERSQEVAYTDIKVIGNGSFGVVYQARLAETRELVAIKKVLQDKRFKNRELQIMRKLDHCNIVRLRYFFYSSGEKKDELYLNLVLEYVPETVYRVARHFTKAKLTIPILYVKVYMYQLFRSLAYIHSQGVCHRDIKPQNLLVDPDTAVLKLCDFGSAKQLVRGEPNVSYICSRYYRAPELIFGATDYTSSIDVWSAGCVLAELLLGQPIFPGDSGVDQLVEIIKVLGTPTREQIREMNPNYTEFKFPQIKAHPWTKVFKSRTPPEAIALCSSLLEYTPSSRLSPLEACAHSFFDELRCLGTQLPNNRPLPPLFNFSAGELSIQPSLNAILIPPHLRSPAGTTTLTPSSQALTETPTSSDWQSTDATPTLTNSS
AI-2 QS modul – Vibrio harveyi AI-2 quorum sensing modulators, primary screen, JMH597 strain, luminescence/OD600 ratio | Vibrio harveyi JMH597 AI-2 luminescence/OD600 ratio, 9 h; stronger effect = lower value; strain lacks LuxN and CqsS sensors; 0 = neutral-control median | activity change, % at 7.5 µM | actives 0.4% (n = 300,000); in the data active means activity change below about -75%, passing the limit was not always enough; inconclusive means no clear call, values can overlap the other calls;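 further: luminescence divided by OD600 gain over 9 h not by final OD600 alone; inactives centre near 13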
The depositor's hits bear a star; ? = inconclusive; / = no result given. This is a random part of the collection; any-hit rate near 4.7%.

structure	IEC-6 tox	GSK3beta inhib	HSF1 inhib	aSyn UTR inh	HSP90 inh	HIF act	KLF5 inhibitor	HSF1 activator	GSK3 alpha inh	AI-2 QS modul
O=C(C1CCCN(Cc2ccccc2)C1)N1CCc2ccccc2C1 (stereo unspecified)	2	-4	-13	5	-1	0.3	-5	4	2	16
O=[N+]([O-])c1ccc(N2CCN(CCOc3nonc3-c3ccccc3)CC2)c(Cl)c1	3	0	-1	25	-1	-0.3	-11	34	-2	12
COc1ccc(C(=O)NNS(=O)(=O)c2ccccc2)cc1OC	8	-3	23	7	-3	-22	6	46	8	19
O=C(CSc1nnc(-c2cccnc2)n1Cc1ccco1)N1CCc2ccccc21	-4	1	-2	10	1	0.2	-2	5	-3	11
CCCCNc1cc(Cl)nc(N)n1	4	2	-3	14	0	0.1	1	4	-1	9
O=C(NCc1ccccn1)c1cc(S(=O)(=O)N2CCCCCC2)ccc1Cl	-1	3	-7	5	0	-0.1	-41	-7	-1	15
CC1CCN(CC(=O)Nc2ccc(N3CCCCCC3)cc2)CC1	-1	-1	6	-30	3	-0.3	-2	16	-1	-12
COc1cccc(CC(NC(C)=O)C(=O)NC2CCN(S(=O)(=O)c3ccc(NC(C)=O)cc3)CC2)c1 (stereo unspecified)	-8	0	3	5	-5	-0.4	-6	-3	-4	9
CC(C)NC(=O)C1CCN(C(=O)c2cc3sccc3n2Cc2ccc(F)cc2)CC1	-5	6	5	12	-4	0.0	-8	-9	-2	13
COCCNC(=O)CS(=O)(=O)Cc1nc(-c2ccc(C)cc2)oc1C	2	3	-1	13	-4	-0.4	-4	-6	0	25
CCn1c(CNC(C)=O)nnc1SCC(=O)c1ccc(Br)cc1	0	2	70	-28	-2	/	13	82*	-3	12
CCC(C)NC(=S)Nc1ccc2nc(N3CCOCC3)cc(C)c2c1 (stereo unspecified)	2	0	7	-9	0	0.5	-78	13	-1	26
COc1ccc(C(=O)COC(=O)C(CCCCN2C(=O)C3C4C=CC(C4)C3C2=O)N2C(=O)C3C4C=CC(C4)C3C2=O)cc1 (stereo unspecified)	5	0	0	26	4	-0.4	9	4	/	17
O=C(NC1CCCC1)c1ccccc1-c1ccccc1	6	1	13	-13	5	/	-18	-2	-3	4
O=C(O)c1ccc(C(=O)Nc2cccc(NC(=O)C3CCCO3)c2)cc1 (stereo unspecified)	-5	2	-4	16	1	-0.7	-12	0	0	9
Cc1cccc(C(=O)NC(=S)NNC(=O)COc2ccc(Cl)cc2)c1	-4	3	5	-11	-3	-0.1	9	2	/	?
CCC(C)NC(=S)Nc1ccccc1OC (stereo unspecified)	0	-5	-5	-14	-1	-0.4	-37	-7	0	-5
CCC(/C=N/NC(=O)c1ccccc1F)CC	0	-1	14	-16	5	2.5	-78	8	-1	25
O=c1[nH]c2ccccc2cc1CN(CC1CCCO1)S(=O)(=O)c1ccccc1 (stereo unspecified)	2	1	4	7	0	-0.4	-3	37	1	10
CC(=O)N(Cc1ccc(Cl)cc1)c1cnccn1	6	1	3	8	3	-0.6	0	13	5	14
O=C(c1ccc(F)cc1)N(C(=O)c1ccc(F)cc1)c1ncccn1	-1	6	0	8	1	0.4	-32	4	4	20
CC1Sc2ccc(C(=O)N3CCCC(C(F)(F)F)C3)cc2NC1=O (stereo unspecified)	/	-1	-7	-7	/	-0.4	/	-14	-3	15
Cc1cc2nc(=O)c(/C=C3\C=Nc4ccccc43)c(N)n2o1	-1	-3	0	-14	0	0.0	12	5	-2	14
Cn1c(=O)n(C/C=C/c2ccccc2)c(=O)c2c1nc1n2CCCN1c1ccc(F)cc1	-4	2	-4	23	-2	-0.4	-19	-1	0	18
COc1ccc(S(=O)(=O)n2nc(-n3c(C)ccc3C)c3c(F)cccc32)cc1OC	-4	2	-2	13	3	0.4	-14	11	0	14
O=C(NCCc1ccccc1)C1CCN(S(=O)(=O)c2cccnc2)CC1	-2	1	2	4	4	0.1	-6	-3	1	?
Cc1cc(C)n(-c2cc(Cl)cc(Cl)c2)c(=O)c1C#N	3	6	8	13	4	0.1	1	18	-4	9
CCOC(=O)C1=C(C)N(CCCCCC(=O)O)C(=O)NC1c1ccccc1OS(=O)(=O)c1ccc(C)cc1 (stereo unspecified)	/	0	-5	3	/	1.6	/	7	-3	-4
Cc1cc(C)c(CSc2ncnc3nc[nH]c23)c(C)c1	0	-2	5	-2	-3	0.2	-19	-9	-2	13
Cc1ccc(C(=O)/C=C/Nc2ccc3c(c2)OCO3)cc1	-4	0	9	-182	2	1.8	-58	31	-1	18
CCc1nn2cc(C(=O)c3cc(Cl)ccc3O)cnc2c1-c1ccc(F)cc1	4	4	-8	-22	1	-0.2	-16	-2	/	19
CC(C)(C)c1nc2c(s1)CCc1onc(-c3ccc(Br)cc3)c1-2	/	-2	-2	7	/	1.7	/	4	0	-2
COc1cccc(-c2c3c([nH]c(=O)c2C#N)CCc2cc(OC)ccc2-3)c1	3	2	-3	16	4	0.8	-29	0	-2	11
CN(C)S(=O)(=O)c1cccc(NC(=O)CN2C(=O)NC(CCc3ccccc3)C2=O)c1 (stereo unspecified)	2	-11	1	7	3	-0.5	1	-1	-1	14
Cc1ccc(S(=O)(=O)N2CCCCC2)cc1C(=O)N(CCc1ccccc1)Cc1ccccc1	/	-1	6	8	/	-0.2	/	14	0	-5
CCc1nnc(NC(=O)CSc2nnc(-c3ccc(NS(=O)(=O)c4ccccc4)cc3)o2)s1	-1	-1	-5	4	2	0.2	-12	3	-2	24
CCNC(=O)CN(C1CCCCC1)S(=O)(=O)c1ccc(F)cc1	-4	-4	-3	3	-3	-0.6	-9	3	0	11
COc1ccc(C(=O)N2CCC(O)(c3ccc(F)cc3)CC2)cc1OC	3	3	-3	25	6	-1.8	6	-1	-2	21
Cc1noc(C)c1COC(=O)CCc1ccc(S(=O)(=O)N2CCCCC2)cc1	-4	-1	-13	-2	3	-1.0	-6	-35	-1	2
Cc1ccccc1-n1c(-c2ccc(=O)[nH]n2)n[nH]c1=S	11	-1	-2	-16	2	-0.1	-16	2	5	10
Cc1[nH]c2ccccc2c1/C=N/NC(=O)c1cccc(Br)c1	5	-1	-5	20	2	0.6	-18	20	-2	25
COC(=O)[C@@H]1C[C@@]2(O)[C@@H](O)[C@@H](O)[C@@H](O)C[C@H]2N1Cc1ccc(C)s1	/	1	-11	-1	/	0.0	/	-20	0	8
Cc1ccccc1NC(=O)C1CCCN(S(=O)(=O)c2cccc3cccnc23)C1 (stereo unspecified)	-2	1	-5	-17	2	-0.1	-13	-21	/	38
CN(C)C(CNC(=O)NC1CCCCC1)c1cccnc1 (stereo unspecified)	4	-4	5	-10	0	-0.2	-16	2	/	35
CN(CC(=O)N1CCCCCC1)S(=O)(=O)c1cccc2cccnc12	4	-3	0	9	1	/	-19	23	-2	34
COc1ccc(OC)c(NC(=O)CSc2nnc(CCCO)n2-c2ccccc2)c1	4	2	-1	25	-2	0.1	-15	-3	-2	11
COc1ccc(C2=NOC3(CC(=O)N(c4ccc(F)cc4)C3=O)C2)c(OC)c1 (stereo unspecified)	2	3	-7	-8	-1	0.5	-6	12	-4	18
Cc1ccc(S(=O)(=O)NCc2cn3ccsc3n2)c(C)c1	0	0	/	15	-2	0.1	-24	/	-2	3
CCCN(CCC)CCCNS(=O)(=O)c1cc(Br)cc2c1N(C(C)=O)CC2	1	-1	-6	10	1	-12	-6	-2	0	1
CCN(c1cccc(C)c1)S(=O)(=O)c1ccc(-c2cc(C)no2)s1	67*	1	-14	26	1	3.6	72*	-17	3	25
COc1ccc(C(=O)Nc2cc3c(cc2C(=O)O)OCCCO3)c(OC)c1	-5	5	1	4	-5	0.2	-7	-5	-6	11
Fc1ccc(C2c3cccn3CCN2C(=S)Nc2cccc(F)c2)cc1 (stereo unspecified)	-7	0	2	14	-1	-0.6	17	-1	-4	47
O=C(NC(=S)Nc1ccccc1)c1cccs1	3	-2	-8	-147	2	2.7	-105	0	7	3
CCCSC1=C(C#N)C(c2ccccc2C)CC(=O)N1 (stereo unspecified)	4	2	12	14	-6	-0.1	-20	7	1	21
O=[N+]([O-])c1ccccc1S(=O)(=O)Nc1nc2ccccc2s1	3	-3	3	7	-2	-0.2	1	11	-5	-17
Cn1c(=O)c2c(nc(Sc3ncccn3)n2Cc2ccc(Cl)cc2)n(C)c1=O	-8	1	-5	18	-2	0.0	-32	-1	-2	10
O=c1[nH]c(SCc2ccccc2Cl)nc2c1CCCC2	-5	4	15	13	-3	-0.2	-19	18	-2	21
Cc1nc(N2CCN(C)CC2)c2c(C)c(C(=O)Nc3ccc(F)cc3)sc2n1	1	3	1	10	4	-0.4	14	-21	1	7
CCc1cccc(NC(=O)Cn2c3[n+](c4ccc(C(F)(F)F)cc42)CCCCC3)c1	8	0	2	12	4	-0.1	11	-1	3	24
O=C(Nc1cccc(NC(=O)N2CCN(c3ccccc3)CC2)c1)N1CCN(c2ccccc2)CC1	3	0	-5	20	2	-0.2	-20	-9	-2	32

Following part:
structure	IEC-6 tox	GSK3beta inhib	HSF1 inhib	aSyn UTR inh	HSP90 inh	HIF act	KLF5 inhibitor	HSF1 activator	GSK3 alpha inh	AI-2 QS modul
CCc1ccc(-c2cc(C(F)(F)F)n3nc(C(=O)Nc4c(C)nn(Cc5ccc(F)cc5)c4C)cc3n2)s1	5	2	1	18	4	0.2	13	3	-3	11
COCC(=O)n1nc(-c2ccc(Cl)cc2)nc1NCc1ccc(F)cc1	2	5	-4	-60	-1	1.2	-46	-1	4	-2
COc1ccccc1C(=O)NCCC(=O)Nc1cccc(C)n1	3	0	0	-49	1	-0.1	-16	10	2	35
CC(Sc1nc2ccccc2s1)C(=O)NC1CCCc2ccccc21 (stereo unspecified)	6	0	12	16	-4	-0.6	10	26	/	-6
Cc1cc(C)c2c(=O)[nH]c(SCC(=O)N3CCOCC3)nc2n1	-2	1	-5	-4	0	-0.2	-45	1	-7	32
COc1cccc(CN2C(=O)C(C)N(C(=O)c3c(F)cccc3F)c3ccccc32)c1 (stereo unspecified)	2	-1	7	-3	10	0.5	-24	13	8	-7
COc1ccc(CCNC(=O)c2cc(-c3ccc(C)cc3O)n[nH]2)cc1OC	-6	-21	-7	24	9	0.5	-7	4	/	31
